OPRM1-OPRD1 ag – agonists of human mu-delta opioid receptor heterodimerization. activation, % at 9.3 µM. P35372+P41143. actives 0.3% (n = 340,000). cells, OPRM1-OPRD1 heterodimerization, luminescence. AID 504326; in the data active = activation above about 18%;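 also: 0% = vehicle-treated cells and 100% = reference agonist; values of inactives mirror those of a sister screen read the other way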
cardiac RTF act – increases calcium sensitivity of human cardiac regulated thin filaments; actives 0.24% (n = 340,000); activation, % at 7.2 µM; P19429+P45379; AID 493008; IANBD-labeled TnC RTF fluorescence at EC20 calcium; 0% EC20 calcium, 100% full calcium;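 active = activation above the mean over all tested compounds plus 3 SD, cut at about 30% in these data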;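 also: rise in fluorescence read as greater calcium sensitivity of cardiac thin filaments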
Keap1 Nrf2 FP – disrupts human Keap1 binding to Nrf2 peptide; Keap1 Kelch-Nrf2 peptide fluorescence polarization, 1536-well; inhibition, % at 9.4 µM; actives 0.15% (n = 340,000); AID 504523; in the data active = inhibition above about 12%;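 also: human Keap1 Kelch domain with fluorescein labeled Nrf2 9mer peptide probe; 0% = neutral control wells and 100% = peptide positive control; higher means more block of Keap1 binding to Nrf2 peptide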
Wnt act – Wnt/beta-catenin pathway activation; Wnt/beta-catenin reporter cell assay, activator, plate reader; AID 743398; activation, % at 9.35 µM; actives 1.2% (n = 300,000); in the data active = activation above about 30%, passing the limit was not always enough;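 also: 0% = neutral control wells and 100% = positive control wells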
V-ATPase pH – yeast V-ATPase proton transport regulation by pHLuorin; S. cerevisiae, pHLuorin cytosolic pH fluorescence; response, % at 10 µM; actives 0.37% (n = 350,000); AID 504577; in the data active = response mostly above about 7.3%, no sharp cut-off; inactive = mostly below about 5.4%; also: actives read high; inactives centre near 0; some compounds called inactive have numbers as strong as hits; reference of the scale not given here
LANA DNA inh – KSHV C-LANA DNA binding inhibition; MBP-C-LANA/FAM-LBS DNA binding, fluorescence polarization; inhibition, % at 9 µM; AID 504423; actives 0.078% (n = 340,000);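 active = highest replicate inhibition at or above 60% at 9 µM, even if other replicates fall short; inactive = all replicates below 60% inhibition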;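 also: 0% = neutral control wells and 100% = 4 µM acridine orange control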
DSG3 Ab inh – inhibitors of pemphigus antibody binding to human desmoglein-3; AID 588358; actives 0.48% (n = 310,000); DSG3-coupled beads, scFv-anti-DSG3-GFP binding, flow cytometry; stronger effect = lower value; binding (percent of control), % at 10 µM;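 active = binding more than 3 SD below its plate's average and above zero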;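 also: hits lower antibody fragment binding to DSG3; some compounds called inactive have numbers as strong as hits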
Target sequence (P32926 whole entry, looked up, the tested form may be a part): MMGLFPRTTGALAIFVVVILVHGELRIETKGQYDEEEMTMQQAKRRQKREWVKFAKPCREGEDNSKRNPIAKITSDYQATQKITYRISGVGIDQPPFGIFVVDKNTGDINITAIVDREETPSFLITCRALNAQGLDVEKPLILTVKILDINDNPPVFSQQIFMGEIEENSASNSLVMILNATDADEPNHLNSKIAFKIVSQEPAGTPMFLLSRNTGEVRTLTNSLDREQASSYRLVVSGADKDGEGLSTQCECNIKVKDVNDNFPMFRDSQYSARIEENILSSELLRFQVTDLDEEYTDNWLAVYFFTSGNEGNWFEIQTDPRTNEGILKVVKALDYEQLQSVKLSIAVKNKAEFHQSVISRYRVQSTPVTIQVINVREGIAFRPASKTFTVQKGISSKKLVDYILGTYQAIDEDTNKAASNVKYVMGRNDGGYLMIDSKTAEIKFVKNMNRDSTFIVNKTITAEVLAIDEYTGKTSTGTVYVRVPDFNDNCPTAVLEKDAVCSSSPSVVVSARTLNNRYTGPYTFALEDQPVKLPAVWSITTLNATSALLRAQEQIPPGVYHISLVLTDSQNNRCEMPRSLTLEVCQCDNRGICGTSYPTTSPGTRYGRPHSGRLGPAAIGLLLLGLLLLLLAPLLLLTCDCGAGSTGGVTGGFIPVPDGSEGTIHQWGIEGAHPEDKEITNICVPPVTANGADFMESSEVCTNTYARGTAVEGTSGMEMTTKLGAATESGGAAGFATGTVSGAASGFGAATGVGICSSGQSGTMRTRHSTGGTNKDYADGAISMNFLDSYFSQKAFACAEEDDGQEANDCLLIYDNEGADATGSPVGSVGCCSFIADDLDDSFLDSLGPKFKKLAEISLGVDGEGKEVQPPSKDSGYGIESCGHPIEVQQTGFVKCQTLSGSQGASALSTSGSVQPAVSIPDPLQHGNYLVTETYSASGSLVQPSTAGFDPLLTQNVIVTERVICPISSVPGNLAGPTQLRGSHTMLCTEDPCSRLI
Arr AP2 block – inhibitors of human beta-arrestin and AP2 interaction. FITC-arrestin peptide / GST-AP2 beads, flow cytometry; AP2 beta2 appendage carries R879A mutation. inhibition, % at 10 µM. actives 0.31% (n = 340,000). AID 504490;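 active = inhibition above a set limit, near 3 SD of compounds lacking own fluorescence, cut at about 54% in these data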;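 also: plate controls were DMSO wells for no effect and 5 µM unlabelled arrestin peptide for full effect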
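System: GST-AP2 R879A bound to glutathione beads, E. coli-expressed. Also added: 50 nM FITC-arrestin peptide. Schedule: compound with beads 12 min RT, then probe 1 h RT. Signal: bead flow cytometry, FITC channel. Read-out basis: percent response.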
RTF Ca sens inh – cardiac RTF calcium desensitization; P19429+P45379; IANBD-labeled cardiac RTF, Ca2+ fluorescence; inhibition, % at 7.15 µM; actives 0.12% (n = 340,000); AID 493244;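 active = inhibition above the mean inhibition of all tested compounds plus 3 SD, cut at about 17% in these data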;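 also: assay run at fixed EC70 calcium of 1.6 mM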
OPRM1-OPRD1 inv – inverse agonist of human OPRM1-OPRD1 heterodimerization; inhibition, % at 9.3 µM; cell-based MOR-DOR heterodimer luminescence, inverse agonism; actives 0.21% (n = 340,000); in the data active = inhibition above about 22%, passing the limit was not always enough;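 also: 0% = cells with DMSO and 100% = wells without cells with DMSO; values of inactives mirror those of a sister screen read the other way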
* hit, by the source's call; x = no result given.

1. c1ccc(C[n+]2csc3ccccc32)cc1
2. COCCCn1c(=O)c2ccccc2n(CC(=O)NC2CCCC2)c1=O
3. COc1cccc(N2CCN(C(=O)c3cccc(NC4=NC5CS(=O)(=O)CC5S4)c3)CC2)c1 (centres undefined)
4. COc1ccc(C(=O)NCc2ccc(S(N)(=O)=O)cc2)cc1[N+](=O)[O-]
5. CCOC(=O)c1[nH]c(C=O)c(C(=O)OCC)c1C
6. Cc1cc2ncc(-c3ncc(C(F)(F)F)cc3Cl)cn2n1
7. O=C(NCc1ccccn1)c1cccs1
8. Cc1csc(NC(=O)CSc2nc3[nH]c(=O)cc(O)c3s2)n1

Compound	1	2	3	4	5	6	7	8
OPRM1-OPRD1 ag	-2.4	0.9	-0.7	-2.2	-0.4	-3.5	-2.1	8.8
cardiac RTF act	0	6	6	-1	1	2	-3	-11
Keap1 Nrf2 FP	-4	2	-6	2	-2	-2	2	4
Wnt act	18	-3	-2	-1	-2	6	x	0
V-ATPase pH	-1	2	-2	6	-3	0	-2	1
LANA DNA inh	1.6	-1.2	0.4	2.2	-0.5	-0.1	1.2	-0.6
DSG3 Ab inh	99	100	103	103	106	98	97	100
Arr AP2 block	26	3	1	-7	12	2	40	7
RTF Ca sens inh	-1	-8	-2	-6	4	0	0	-2
OPRM1-OPRD1 inv	12	-8	4	12	2	18	11	-46

9. c1ccc(-c2cnn3c(-c4ccccc4)c(-c4ccccc4)nc3n2)cc1
10. Cc1ccc(/C(O)=C2/C(=O)C(=O)N(CCN3CCOCC3)C2c2ccccn2)cc1 (centres undefined)
11. COc1ccc(C(C(=O)NCC2CCCO2)N(Cc2cccs2)C(=O)c2snc(C(N)=O)c2N)cc1 (centres undefined)
12. c1ccc(OCCCCn2cnc3ccccc32)cc1
13. Cc1nnsc1C(=O)Nc1ccc(S(=O)(=O)N2CCCCC2C)cc1 (centres undefined)
14. CCOC(=O)CN(C(=O)CNC(=O)c1cccs1)C(C(=O)NC1CCCC1)c1cccnc1 (centres undefined)
15. Cc1nnc(SCc2c(Cl)cccc2Cl)n(N)c1=O
16. COc1ccccc1NC(=O)C(=O)c1cn(CC(=O)N2CCOCC2)c2ccccc12

Compound	9	10	11	12	13	14	15	16
OPRM1-OPRD1 ag	-1.0	-1.4	0.1	-1.5	1.7	-2.1	-0.2	-3.4
cardiac RTF act	378*	-2	-5	-1	4	2	0	1
Keap1 Nrf2 FP	4	-5	0	-5	1	-1	4	-7
Wnt act	1	12	1	6	-1	-2	-4	20
V-ATPase pH	-7	6	3	-2	-4	3	4	1
LANA DNA inh	0.7	0.2	0.3	-0.8	-1.2	0.2	-1.1	0.5
DSG3 Ab inh	727	100	96	x	98	76	104	103
Arr AP2 block	3	2	1	-5	12	2	6	6
RTF Ca sens inh	-237	-6	-21	-4	0	-3	0	-9
OPRM1-OPRD1 inv	5	8	-1	8	-9	12	1	18

Arranged by the number under Keap1 Nrf2 FP (high to low): 3 from the list above
| entry | Molecule | OPRM1-OPRD1 ag | cardiac RTF act | Keap1 Nrf2 FP | Wnt act | V-ATPase pH | LANA DNA inh | DSG3 Ab inh | Arr AP2 block | OPRM1-OPRD1 inv |
| --- | --- | --- | --- | --- | --- | --- | --- | --- | --- | --- |
| 14 | CCOC(=O)CN(C(=O)CNC(=O)c1cccs1)C(C(=O)NC1CCCC1)c1cccnc1 (centres undefined) | -2.1 | 2 | -1 | -2 | 3 | 0.2 | 76 | 2 | 12 |
| 12 | c1ccc(OCCCCn2cnc3ccccc32)cc1 | -1.5 | -1 | -5 | 6 | -2 | -0.8 | x | -5 | 8 |
| 3 | COc1cccc(N2CCN(C(=O)c3cccc(NC4=NC5CS(=O)(=O)CC5S4)c3)CC2)c1 (centres undefined) | -0.7 | 6 | -6 | -2 | -2 | 0.4 | 103 | 1 | 4 |

New compounds follow
17. CNC(=O)c1ccc(NC(=O)Nc2ccccc2)cc1
18. COc1ccccc1N(O)C1CC(=O)N(c2ccc(F)cc2)C1=O (centres undefined)
19. O=C(Nc1ccc(Cl)cc1)N1CCc2ccccc2C1
20. COc1ccc(OCC(O)CN2CCN(c3ccccc3)CC2)cc1 (centres undefined)
21. CCCCN(CCCC)C(=S)NC(=O)c1ccccc1Cl
22. CC1CCN(S(=O)(=O)c2cccc(C(=O)O)c2)CC1
23. CCS(=O)(=O)Nc1cccc(-c2cc(-c3ccccc3)c3cc(C)ccc3n2)c1
24. N#Cc1ccc(-c2ccccc2)nc1Sc1ccc(F)cc1

Compound	17	18	19	20	21	22	23	24
OPRM1-OPRD1 ag	-1.8	3.4	1.6	-1.5	-2.6	-1.1	1.8	2.7
cardiac RTF act	-6	8	5	3	8	-9	-3	3
Keap1 Nrf2 FP	3	1	0	-4	2	2	2	-1
Wnt act	2	8	-1	0	0	x	x	x
V-ATPase pH	-2	-5	-1	-2	-2	1	0	2
LANA DNA inh	-1.9	-0.9	1.0	1.0	2.5	-0.5	-1.1	0.2
DSG3 Ab inh	100	92	98	98	98	98	100	101
Arr AP2 block	8	34	2	-3	8	20	-3	-2
RTF Ca sens inh	-1	-3	9	0	-8	-3	4	-6
OPRM1-OPRD1 inv	8	-20	-9	8	14	6	-11	-14

Sorted by formula weight (rising): some entries from above
17. CNC(=O)c1ccc(NC(=O)Nc2ccccc2)cc1
22. CC1CCN(S(=O)(=O)c2cccc(C(=O)O)c2)CC1
24. N#Cc1ccc(-c2ccccc2)nc1Sc1ccc(F)cc1
15. Cc1nnc(SCc2c(Cl)cccc2Cl)n(N)c1=O
21. CCCCN(CCCC)C(=S)NC(=O)c1ccccc1Cl
18. COc1ccccc1N(O)C1CC(=O)N(c2ccc(F)cc2)C1=O (centres undefined)
20. COc1ccc(OCC(O)CN2CCN(c3ccccc3)CC2)cc1 (centres undefined)
23. CCS(=O)(=O)Nc1cccc(-c2cc(-c3ccccc3)c3cc(C)ccc3n2)c1
16. COc1ccccc1NC(=O)C(=O)c1cn(CC(=O)N2CCOCC2)c2ccccc12
14. CCOC(=O)CN(C(=O)CNC(=O)c1cccs1)C(C(=O)NC1CCCC1)c1cccnc1 (centres undefined)

Compound	17	22	24	15	21	18	20	23	16	14
OPRM1-OPRD1 ag	-1.8	-1.1	2.7	-0.2	-2.6	3.4	-1.5	1.8	-3.4	-2.1
cardiac RTF act	-6	-9	3	0	8	8	3	-3	1	2
Keap1 Nrf2 FP	3	2	-1	4	2	1	-4	2	-7	-1
Wnt act	2	x	x	-4	0	8	0	x	20	-2
V-ATPase pH	-2	1	2	4	-2	-5	-2	0	1	3
LANA DNA inh	-1.9	-0.5	0.2	-1.1	2.5	-0.9	1.0	-1.1	0.5	0.2
DSG3 Ab inh	100	98	101	104	98	92	98	100	103	76
Arr AP2 block	8	20	-2	6	8	34	-3	-3	6	2
RTF Ca sens inh	-1	-3	-6	0	-8	-3	0	4	-9	-3
OPRM1-OPRD1 inv	8	6	-14	1	14	-20	8	-11	18	12

11. COc1ccc(C(C(=O)NCC2CCCO2)N(Cc2cccs2)C(=O)c2snc(C(N)=O)c2N)cc1 (centres undefined)

Compound	11
OPRM1-OPRD1 ag	0.1
cardiac RTF act	-5
Keap1 Nrf2 FP	0
Wnt act	1
V-ATPase pH	3
LANA DNA inh	0.3
DSG3 Ab inh	96
Arr AP2 block	1
RTF Ca sens inh	-21
OPRM1-OPRD1 inv	-1

Source: PubChem
